# High-throughput results: PubChem, several laboratories
# Hep lipid drop: modulators of hepatic lipid droplet formation. AML12 mouse hepatocytes, oleate lipid droplets, BODIPY imaging. inhibition, % at 6.5 µM. hit rate 0.4% among 240,000. AID 1656;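 active = lipid droplet intensity inhibited by at least 50%, with more than 500 cells counted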
#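 System: AML12 hepatocytes (mouse). Probe or stimulus: oleic acid at 100 µM to induce lipid droplet formation. Times: overnight treatment with compound plus oleate. Detection: Image-based BODIPY and DAPI two-channel analysis. Evaluation: percent inhibition of filter-corrected integrated lipid droplet intensity per well.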
# Autophagy mod: alters autophagy in cells | MEF GFP-LC3 puncta imaging; test concentration mostly 10 µM | calls only at 10 µM (by protocol) | hit rate 0.98% among 190,000 | AID 463193;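 active = percentage of spot-positive cells more than 3 SD above its plate mean, without a fluorescence outlier flag or 80% toxicity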;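 note: spot-positive cell cutoff set from DMSO-treated cells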
# M1AAP inhibition: P. falciparum M1AAP inhibitors, biochemical, fluorogenic H-Leu-NHMec substrate, 1536-well (AID 1445); recombinant M1AAP, H-Leu-NHMec fluorogenic kinetic assay; higher % means a stronger effect; one-dose inhibition, % at 30 µM; IC50 in µM for titrated hits; hit rate 0.42% among 220,000;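 active = primary inhibition above the hit cutoff, then over 50% inhibition at one or more dose response concentrations, cut at about 23% in these data, passing the limit was not always enough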;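 note: plate controls were DMSO full reaction for no effect and no enzyme background for full effect; strong numbers were not always called active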
# Insulin prom up: MIN6 insulin promoter up-regulation. MIN6 insulin promoter-GFP reporter, high-content imaging; hits give high values. z-score at 5 µM. hit rate 0.3% among 190,000;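 active = z-score above 3 at 5 µM with at least 500 cells counted in the well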
# MT stabilizer: microtubule stabilizers in HeLa cells. HeLa tubulin immunostaining HCS, 24 h; share of cells brighter than vehicle mean+2SD. % tubulin-high responders, % at 10 µM. hit rate 0.83% among 200,000;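 active = plate Z-score above 3 for both tubulin-high and condensed-nucleus cell shares, with cell loss under 80%, at 10 µM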;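 note: anti alpha tubulin signal scored within the nucleus-defined area of each cell; some results filed as inactive read as strong as hits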
# Dynein transport: blocks dynein driven cargo transport along microtubules. z-score, hits read low. hit rate 0.47% among 220,000. 3617.4 mouse cells, GR-EGFP nuclear translocation imaging; test concentration mostly 20 µM; stimulated with dexamethasone, 1 µM; hits give low values;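 active = plate z-score of nuclear minus cytoplasmic receptor signal below a set negative limit, without overly bright fluorescence or cell loss, cut at about -3.5 in these data, passing the limit was not always enough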;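 note: z-score of nuclear minus cytoplasmic ring GR-EGFP intensity difference per well; some compounds called inactive have numbers as strong as hits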
#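 Medium: Induction medium lacking tetracycline, stripped serum | Probe or stimulus: 1.0 µM final dexamethasone stimulus | Schedule: 48 h induction, then 1 h compound, then 30 min agonist, 37 °C | Signal: Automated 10x imaging of fixed Hoechst-stained cells | Evaluation: Per-cell GR-EGFP intensity, nucleus versus surrounding cytoplasmic ring, well-averaged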
# M17LAP inhibition: P. falciparum M17LAP inhibitors, primary screen, biochemical, fluorogenic H-Leu-NHMec substrate, 1536-well (AID 1619) | recombinant M17LAP, H-Leu-NHMec fluorogenic kinetic assay; higher % means a stronger effect | hit rate 0.38% among 220,000 | one-dose inhibition, % at 30 µM; IC50 in µM for titrated hits;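 active = compound inhibiting the enzyme by more than half at any dose during confirmatory dose-response retesting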;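 note: plate controls were full reaction with DMSO carrier for no effect and no enzyme background for full effect; strong numbers were not always called active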
# Yfh1-off respiration: enhancers of respiration in Yfh1-depleted yeast, dose response, Friedreich's ataxia, plus single-dose screen (AID 1465); S. cerevisiae Yfh1-off respiration, WST-1 reduction, 72 h; higher fold induction means a stronger effect; one-dose fold induction at 50 µM; EC50 in µM for titrated hits; hit rate 0.074% among 220,000;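 active = fold induction of absorbance versus untreated yeast above a set limit, then at least 30% activation at any dose in follow-up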;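 note: activators that raise dye reduction in frataxin-depleted yeast; strong numbers were not always called active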
# CSM14.1 death rescue: protection against thapsigargin-triggered cell killing – 384-well, CSM14.1, ATP luminescence, primary screen (AID 1222); CSM14.1 thapsigargin-induced death rescue, ATP luminescence; higher % means a stronger effect; one-dose cellular ATP content (survival), % at 20 µM; EC50 in µM for titrated hits; 190,000 tested, under 10 active;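 active = EC50 below 50 µM in the dose-response confirmation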;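 note: death triggered by thapsigargin at about 15 µM added after 2 h compound pretreatment; cell ATP read after overnight thapsigargin exposure of roughly 18 to 22 hours; normalized against plate controls of thapsigargin alone and 5% DMSO vehicle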
# Dynein transport cytoplasmic EGFP: recorded beside Dynein transport, whose call it bears; z-score; measured here: cytoplasmic GR-EGFP intensity; hits give high values
# Dynein transport nuclear GR-EGFP: also measured in Dynein transport; calls as there; z-score; measured here: nuclear GR-EGFP intensity;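 lower value marks the stronger effect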
# Dynein transport cell count: second read-out of Dynein transport, no call of its own (marks repeat the call); z-score; measured here: cell count per field
# Insulin prom up cell count: also measured in Insulin prom up; calls as there; cell count; measured here: cytotoxicity, nuclei count;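 total cells summed across four imaged fields per well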
# Hep lipid drop cells 6.5 µM: also measured in Hep lipid drop; calls as there; cell count; measured here: cell count, cytotoxicity flag;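 cells counted across two imaged fields per well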
# MT stabilizer Hoechst-high %: further read-out of MT stabilizer, marked with its call; % Hoechst-high responders; measured here: nuclear condensation Hoechst responders;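 share of cells brighter than vehicle mean plus two SD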
# MT stabilizer cytotoxicity %: further read-out of MT stabilizer, marked with its call; toxicity, %; measured here: cytotoxicity by cell density;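 0% = mean cell density of plate MIN control wells and 100% = no cells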
# Autophagy mod cell loss 18 h: recorded beside Autophagy mod, whose call it bears; toxicity, %; measured here: cell loss, nuclei count;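 cell loss after 18 h compound exposure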
# Active calls of the source: *; i = inactive; nt = not tested or not shown.
# Every second line gives: Hep lipid drop	Hep lipid drop cells 6.5 µM	Autophagy mod	Autophagy mod cell loss 18 h	M1AAP inhibition	Insulin prom up	Insulin prom up cell count	MT stabilizer	MT stabilizer Hoechst-high %	MT stabilizer cytotoxicity %	Dynein transport	Dynein transport cytoplasmic EGFP	Dynein transport nuclear GR-EGFP	Dynein transport cell count	M17LAP inhibition	Yfh1-off respiration	CSM14.1 death rescue
- COCn1c(=O)c2c(nc(SC3=NCCS3)n2Cc2ccccc2C)n(COC)c1=O
    nt	nt	i	4.1	-1.1%	nt	nt	1.6	1.3	8.9	-0.685	-0.126	-0.825	0.692	-4.0%	i	-4.1%
- CC(C)OP(=O)(OC(C)C)C(Nc1ccc([N+](=O)[O-])cc1)c1cccc([N+](=O)[O-])c1 (centres undefined)
    -2.8	768	nt	nt	9.0%	0.02	1089	nt	nt	nt	0.602	0.222	0.268	-0.885	-10.2%	i	nt
- Cc1sc(NC(=O)Cc2ccc3c(c2)OCO3)nc1-c1ccc2c(c1)CCN2C(=O)c1ccccc1F
    50.6*	624*	i	-3.7	3.3%	-0.91	1244	1.2	2.1	12.4	0.0484	-0.187	0.283	0.629	15.6%	i	-0.2%
- CSc1cccc(NC(=S)N(CCC(C)C)C2CCN(C(C)=O)CC2)c1
    -0.2	737	i	9.2	2.8%	0.71	1209	2.0	1.3	8.3	-1.26	-0.225	-0.703	0.791	7.6%	i	-0.7%
- O=C(CN(C(=O)c1ccc2c(c1)OCCO2)c1ccccc1)NCC1CCCO1 (centres undefined)
    nt	nt	i	9.8	7.2%	nt	nt	2.1	1.6	3.4	-0.0841	-0.205	-0.225	0.252	7.2%	i	-2.3%
- CCS(=O)(=O)N1Cc2ccccc2CC1C(=O)Nc1ccc(F)cc1 (centres undefined)
    20.5	686	nt	nt	nt	0.21	986	nt	nt	nt	2.88	-0.353	1.45	-2.29	nt	i	nt
- Cc1ccc(/C=N/N2CCOCC2)s1
    0.6	649	i	8.4	0.1%	-0.19	1202	7.4	3.6	5.7	-0.64	-0.232	-0.0256	0.238	2.5%	i	-1.6%
- CCn1c2ccccc2c2cc(NC(=O)CSc3nnnn3-c3ccccc3)ccc21
    24.0	612	i	2.1	-4.1%	0.19	1866	4.4	3.2	0.0	-0.712	-0.162	0.31	0.474	5.2%	i	0.0%
- O=C(NCc1cccnc1)c1ccc(COc2ccc(Cl)cc2Cl)o1
    -6.8	713	i	27.9	1.6%	nt	nt	3.0	2.0	7.9	-1.04	0.0446	-0.29	0.841	0.2%	i	10.8%
- Nc1ccccc1-c1ccccc1N
    -13.3	631	i	-12.2	0.9%	0.31	1619	2.0	1.3	9.5	-0.302	-0.273	0.0794	0.0684	-7.0%	i	-3.2%
- CC(c1ccc(F)cc1)n1c(Cn2ncc3ccccc3c2=O)n[nH]c1=S (centres undefined)
    -2.6	703	i	4.6	11.5%	-0.55	1548	2.8	3.6	7.6	-0.893	-0.0619	-0.712	0.535	0.7%	i	1.6%
- NS(=O)(=O)c1ccc(NC(=S)NCc2ccco2)cc1
    13.9	608	i	15.2	10.7%	-0.52	1571	2.4	1.0	6.3	-0.277	-0.312	-0.015	0.954	-6.4%	i	-0.2%
- Cn1c(N)c(S(=O)(=O)N2CCN(Cc3ccccc3)CC2)c(=O)n(C)c1=O
    3.3	775	i	4.6	-3.4%	-0.81	1209	0.9	1.4	3.6	0.984	-0.201	0.197	-0.522	21.8%	i	0.2%
- CCCCC(=O)Nc1cc([N+](=O)[O-])ccc1Cl
    -3.7	655	i	12.7	7.2%	0.04	1313	4.5	2.3	5.6	-0.392	-0.252	-0.147	0.0439	-15.4%	i	-1.5%
- Cc1ccc(C2=NNC3(CCOC(C)(C)C3)S2)cc1 (centres undefined)
    -0.8	752	i	-5.0	-4.5%	0.39	1132	2.6	3.0	7.0	0.77	-0.301	0.488	-0.268	-8.2%	i	-0.2%
- CCOC(=O)c1c(C)oc2cc(Br)c(OC(C)C(=O)OCC)cc12 (centres undefined)
    nt	nt	i	-13.9	-0.4%	-0.56	1020	2.4	2.3	11.5	0.108	-0.144	0.176	-0.216	6.0%	i	0.0%
- CNC(=S)Nc1cccc(C(C)=O)c1
    20.3	703	i	-6.0	3.3%	-0.43	1644	1.8	1.6	8.7	0.212	-0.131	0.824	-1.55	-2.9%	i	0.7%
- CCOC(=O)C1CCN(C(c2cccc(F)c2)c2sc3nc(C)nn3c2O)CC1 (centres undefined)
    10.3	733	i	17.6	2.2%	0.24	1132	3.5	2.9	7.9	-0.256	-0.225	0.107	0.418	2.0%	i	0.0%
- CC1(C)CC(=O)C(N=Nc2ccc(OC(F)F)cc2)=C(O)C1
    -8.7	582	i	-6.8	8.5%	-0.06	1382	1.5	2.0	8.0	-0.288	-0.12	-0.256	0.675	29.9%	i	0.8%
- CC(=O)OCC1OC(c2ccccc2)C(OC(C)=O)C(OC(C)=O)C1OC(C)=O (centres undefined)
    7.6	692	i	-8.2	17.4%	0.27	1435	2.3	1.8	4.9	0.135	-0.221	0.13	0.156	1.1%	i	-0.8%
- C=CCn1c(SCc2ccccc2C#N)nnc1-c1ccccc1O
    nt	nt	i	7.9	7.2%	0.21	1583	4.4	2.2	8.1	-0.193	-0.367	-0.0551	0.737	14.4%	i	-1.1%
- CN(C(=O)c1ccc2c(c1)C(=O)N(CCC1=CCCCC1)C2=O)C1CCCCC1
    nt	nt	i	-7.1	-0.3%	0	918	4.1	2.7	10.6	1.43	0.82	1.35	-1.31	8.6%	i	1.5%
- O=C(Nc1ccc(S(=O)(=O)Nc2ncccn2)cc1)c1cccc(S(=O)(=O)N2CCOCC2)c1
    3.0	739	nt	nt	-1.6%	-0.06	1353	nt	nt	nt	1.08	-0.203	0.476	-0.786	-5.9%	i	nt
- OCCOCCn1c(-c2ccccc2)nc(=S)c2c1CCCC2
    nt	nt	i	-7.0	6.0%	0.05	952	2.1	3.8	7.2	-0.16	0.0743	0.0447	-0.00204	30.7%	i	-0.7%
- CCC1(CC)NC(=O)N(CC(=O)N2N=C(c3ccc(Cl)cc3)CC2c2ccco2)C1=O (centres undefined)
    -3.3	662	i	-4.5	4.1%	-1	1144	1.7	3.0	3.4	1.43	0.179	1.42	-2.77	9.2%	i	1.2%
- O=C(N/N=C/c1c(O)n(-c2ccccc2Cl)c(=O)c2ccccc12)c1cccnc1
    4.6	731	i	32.2	32.6µM*	0.31	1348	5.0	3.7	8.8	-0.0298	-0.301	-0.0901	-0.623	3.7%	i	nt
- O=C(NCc1ccc(Cl)cc1)c1cnn2ccccc12
    nt	nt	i	3.9	-5.7%	1.42	807	2.1	5.7	7.4	-1.1	-0.228	-0.387	0.62	0.8%	i	-2.0%
- CN1CCN(C(=O)/C=C\C(=O)O)CC1
    3.2	576	i	-9.8	0.2%	-0.2	1308	3.4	1.9	4.1	0.206	-0.207	0.226	-0.46	-20.7%	i	-0.3%
- O=C(CN1C(=O)NC2(CCCCCC2)C1=O)NC1CCCCCCC1
    5.7	704	i	14.6	4.7%	-1.11	1222	4.9	2.8	8.5	-0.619	-0.313	-0.0375	0.634	4.4%	i	-1.5%
- CC(C)C(=O)c1cc2c(cc1NC(=O)c1cccs1)OCCO2
    nt	nt	i	-2.0	0.3%	nt	nt	3.7	1.4	6.3	0.47	-0.221	-0.704	0.152	2.8%	i	0.4%
- CC(=O)c1ccc(OCCCC(=O)NC2=NCCS2)cc1
    nt	nt	i	5.0	2.6%	2.48	1279	2.7	1.3	2.5	-0.34	-0.183	-0.395	0.87	-8.0%	i	-2.3%
- CC1(C)CC(=O)C2=C(C1)N(c1cccnc1)C(N)=C(C#N)C2c1cccs1 (centres undefined)
    14.3	706	i	-16.1	6.5%	0.15	1318	3.0	4.6	12.0	1.94	0.000891	0.613	-1.21	5.7%	i	-0.6%

# Part of the list above, limited to Dynein transport nuclear GR-EGFP and MT stabilizer Hoechst-high %:
canonical_smiles | Dynein transport nuclear GR-EGFP | MT stabilizer Hoechst-high %
Nc1ccccc1-c1ccccc1N | 0.0794 | 1.3
CC(c1ccc(F)cc1)n1c(Cn2ncc3ccccc3c2=O)n[nH]c1=S (centres undefined) | -0.712 | 3.6
NS(=O)(=O)c1ccc(NC(=S)NCc2ccco2)cc1 | -0.015 | 1.0

# 2 entries from above, with each value named.
CN(C(=O)c1ccc2c(c1)C(=O)N(CCC1=CCCCC1)C2=O)C1CCCCC1
  Hep lipid drop: nt | Hep lipid drop cells 6.5 µM: nt | Autophagy mod: i | Autophagy mod cell loss 18 h: -7.1 | M1AAP inhibition: -0.3% | Insulin prom up: 0 | Insulin prom up cell count: 918 | MT stabilizer: 4.1 | MT stabilizer Hoechst-high %: 2.7 | MT stabilizer cytotoxicity %: 10.6 | Dynein transport: 1.43 | Dynein transport cytoplasmic EGFP: 0.82 | Dynein transport nuclear GR-EGFP: 1.35 | Dynein transport cell count: -1.31 | M17LAP inhibition: 8.6% | Yfh1-off respiration: i | CSM14.1 death rescue: 1.5%
CCC1(CC)NC(=O)N(CC(=O)N2N=C(c3ccc(Cl)cc3)CC2c2ccco2)C1=O (centres undefined)
  Hep lipid drop: -3.3 | Hep lipid drop cells 6.5 µM: 662 | Autophagy mod: i | Autophagy mod cell loss 18 h: -4.5 | M1AAP inhibition: 4.1% | Insulin prom up: -1 | Insulin prom up cell count: 1144 | MT stabilizer: 1.7 | MT stabilizer Hoechst-high %: 3.0 | MT stabilizer cytotoxicity %: 3.4 | Dynein transport: 1.43 | Dynein transport cytoplasmic EGFP: 0.179 | Dynein transport nuclear GR-EGFP: 1.42 | Dynein transport cell count: -2.77 | M17LAP inhibition: 9.2% | Yfh1-off respiration: i | CSM14.1 death rescue: 1.2%
